KDM4E inh: inhibitors of human JMJD2E histone demethylase. B2RXH2. JMJD2E catalytic domain, FDH-coupled NADH fluorescence (FDH is formaldehyde dehydrogenase). Potency, µM (highest dose often 57.1 µM), for the others: at the top dose activity change, negative = inhibition, hits mostly inhibitors. 1.6% of 230,000 active; active = well fitted inhibition curve with a large enough effect, not every such curve was filed as active; inconclusive = small, poorly fitted or top-dose-only effect, or another doubt; inactive = no such curve, though single readings can be large or run the other way;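 also: 0% = wells with enzyme and -100% = buffer wells without enzyme; nearly all actives have a fitted effect of over 50% in size; many of its hits are not listed in these tables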
Target sequence (B2RXH2 1-337 limits assumed): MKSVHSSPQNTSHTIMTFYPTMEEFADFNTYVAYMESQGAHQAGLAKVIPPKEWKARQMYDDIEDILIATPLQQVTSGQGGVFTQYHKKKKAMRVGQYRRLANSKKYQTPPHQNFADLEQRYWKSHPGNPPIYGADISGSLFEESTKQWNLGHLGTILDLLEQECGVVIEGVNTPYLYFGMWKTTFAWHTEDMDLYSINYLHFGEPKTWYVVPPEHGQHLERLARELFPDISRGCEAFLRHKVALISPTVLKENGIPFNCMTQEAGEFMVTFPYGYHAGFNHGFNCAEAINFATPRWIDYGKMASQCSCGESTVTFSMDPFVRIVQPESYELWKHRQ
RECQ1 inh: blocks DNA unwinding by human RECQ1; P46063; RECQ1 DNA unwinding, red fluorescence kinetic read; Potency, µM (titrated, usually from 57.3 µM), without a hit: at the highest dose activity, negative = inhibition, hits mostly inhibitors; 0.54% of 240,000 active; AID 2549;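 also: plate controls were vehicle for no effect and no enzyme for full effect; nearly all actives have a fitted effect of over 30% in size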
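RECQ1T1 50 nM; forked duplex (20 bp + 30-nt ss tails) 200 nM, ATP 2 mM final; pH 8.0, 2 mM MgCl2, 2.5 ug/ml poly(dI-dC); 15 min compound preincubation; discontinuous kinetic read over 2 h at RT.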
TR SRC2 fluor cs: alters Texas Red total fluorescence, flagging assay interference; TRb/SRC2 Texas Red total fluorescence interference; Potency, µM (titrated, usually from 106 µM), inactives show top-dose fluorescence change, negative = quenching; AID 1479; 0.29% of 280,000 active; active = well fitted curve in either direction with a large enough effect; inconclusive = small, poorly fitted or top-dose-only effect
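Human TRb ligand-binding domain at 0.6 uM with 20 nM Texas Red SRC2 peptide in Tris buffer containing 1 uM T3 and 5% DMSO, incubated with compound 5 h at ambient temperature. Total fluorescence (555/632 nm) calculated as parallel + 2 × perpendicular.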
Tau fibril FP: blocks human tau fibril formation measured by polarization. K18 P301L tau heparin fibrillization, Alexa594 FP, 6 h. Potency, µM (series often up to 57.7 µM), for the others: at the highest dose activity, negative = inhibition, most hits filed as inhibitors. 0.39% of 280,000 active. AID 1468; also: nearly all actives have a fitted effect of over 55% in size
Target sequence (P10636 561-689 P618L limits assumed): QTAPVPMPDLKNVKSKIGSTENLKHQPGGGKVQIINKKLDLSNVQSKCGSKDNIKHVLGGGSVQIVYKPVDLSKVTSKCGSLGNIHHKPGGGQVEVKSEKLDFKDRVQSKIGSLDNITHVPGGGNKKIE
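Heparin (20 uM) drove fibril formation of recombinant tau K18 P301L, 15 uM unlabeled with 0.24 uM Alexa 594 label, for 6 hr at 37 C in 100 mM sodium acetate pH 7. Fluorescence polarization (555/632 nm) read 1 hr after 30 uM ThT.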
Tau ThT inhib: inhibitors of human tau fibril formation, thioflavin T binding; P10636; recombinant tau K18 P301L (four-repeat tau fragment), heparin-induced fibrillization, ThT fluorescence; Potency, µM (doses to about 57.4 µM), without a hit: at the highest dose activity, negative = inhibition, usual class: inhibitors; 2.1% of 270,000 active; AID 1460; also: nearly all actives have a fitted effect of over 55% in size
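Heparin-induced (20 uM) aggregation of recombinant human K18 P301L tau, 15 uM unlabeled with 0.24 uM labeled, pH 7 acetate buffer, 6 hr at 37 C with compound. Fibrils quantified by 30 uM ThT fluorescence after 1 hr ambient incubation.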
L3MBTL1 inh: blocks human L3MBTL1. Q9Y468. AlphaScreen L3MBTL1–H3K9me1 peptide binding. Potency, µM (series often up to 57.1 µM), for the others: top-dose activity, negative = inhibition, actives largely listed as inhibitors. 0.66% of 230,000 active. AID 485360; also: nearly all actives have a fitted effect of over 60% in size
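L3MBTL1 (50 nM) pre-complexed 30 min with biotinylated H3(1-15)K9me1 peptide (75 nM), then compounds added for 30 min at room temperature; AlphaScreen streptavidin donor/nickel chelate acceptor beads (10 ug/mL final) read after 30 min dark incubation.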
RGS12 GoLoco inh: inhibitors of human Gai1-RGS12 GoLoco interaction (red fluorophore); P63096; Potency, µM (titrated, usually from 61.6 µM), for inactives: top-dose activity, negative = inhibition, actives largely listed as inhibitors; 0.44% of 230,000 active; Gai1:RGS12 GoLoco peptide FP, rhodamine, 10 min; active = well fitted inhibition curve with a large enough effect, not every such curve was filed as active; inactive = no such curve, though single readings can be large or run the other way; also: nearly all actives have a fitted effect of over 30% in size; many of its hits are not listed in these tables
Target sequence (P63096 whole entry, looked up): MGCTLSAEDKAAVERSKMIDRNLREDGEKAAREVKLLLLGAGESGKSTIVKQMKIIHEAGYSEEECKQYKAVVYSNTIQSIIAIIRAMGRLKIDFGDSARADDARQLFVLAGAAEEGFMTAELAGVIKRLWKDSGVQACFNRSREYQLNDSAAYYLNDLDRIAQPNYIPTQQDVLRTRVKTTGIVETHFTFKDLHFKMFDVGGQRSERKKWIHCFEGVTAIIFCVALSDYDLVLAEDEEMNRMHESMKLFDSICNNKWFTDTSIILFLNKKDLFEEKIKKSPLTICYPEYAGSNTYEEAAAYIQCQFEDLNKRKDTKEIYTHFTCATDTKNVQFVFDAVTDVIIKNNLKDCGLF
TRb-SRC2 inh: inhibitors of human thyroid hormone receptor beta-SRC2 interaction | P10828 | TRbeta-SRC2 peptide binding, fluorescence polarization; receptor liganded with 1 µM T3 | Potency, µM (titrated, usually from 106 µM), for the others: top-dose activity change, negative = inhibition, usual class: inhibitors | 0.065% of 280,000 active | AID 1469;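 also: plate controls were bound peptide for no effect and peptide without receptor for full effect; nearly all actives have a fitted effect of over 50% in size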
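Polarization signal, normalized between peptide-alone and full complex controls, measured compound effects on T3-liganded human TRb LBD (0.6 uM) binding 20 nM Texas Red SRC2 peptide after 5 hr.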
An asterisk follows results filed as active; i = inactive; ? = inconclusive; · = no result given; & = joins results of further samples; [ ] = another dose, or the depositor's remark. Unless noted, calls follow the shape of the dose curve; as a rule, active = well fitted curve in the direction sought with a large enough effect; inconclusive = small, poorly fitted or top-dose-only effect, or another doubt; inactive = no such curve, though single readings can be large; an effect the other way counts as inactive or inconclusive. Unless noted, % is scaled to controls: 0 for no effect and ±100 for the full control effect; potency is read from the fitted curve at half-maximal effect. The list is partial; count on the stated rates, not on these rows.

SMILES	KDM4E inh	RECQ1 inh	TR SRC2 fluor cs	Tau fibril FP	Tau ThT inhib	L3MBTL1 inh	RGS12 GoLoco inh	TRb-SRC2 inh
Cc1nc([N+](=O)[O-])c(C(=O)OCc2ccc(C#N)cc2)n1C	3%	-6%	-4%	8%	-8%	24%	0%	-2%
COc1ccccc1CNc1nc2c(S(=O)(=O)c3ccccc3)nnn2c2ccc(Cl)cc12	·	·	3%	?	15%	·	·	-8%
CCCCOc1ccc(CN2C(=O)C(=O)c3cc(Br)cc(C)c32)cc1OC	·	·	-3%	-31%	28µM*	·	·	2%
CCC(=O)NNc1ncnc2c1cnn2-c1ccccc1	-9%	-2%	-1%	2%	-11%	·	-1%	4%
COc1ccc(C(=O)c2sc(Nc3cccc(OC)c3)c(C(=O)Nc3cccc(C)c3C)c2N)cc1	-29%	-15%	-2%	-8%	18µM*	·	0%	-2%
COc1ccc2[nH]c(=O)c(CN(CCc3ccccc3)Cc3nnnn3CC3CCCO3)cc2c1 (stereo unspecified)	?	-5%	-1%	-6%	?	-15%	2%	0%
CC(=O)NC1C(=O)N(Cc2ccccc2)c2ccc(Br)cc21 (stereo unspecified)	-1%	-3%	0%	-2%	·	·	-2%	-2%
CCCNC(=O)C1CCC(Cn2c(=O)c3sccc3n(CC(=O)N3CCCC3)c2=O)CC1 (stereo unspecified)	·	·	-28%	-8%	4%	·	·	6%
CCOC(=O)C1CCN(c2nc3ccccc3n2CC(=O)c2ccccc2)CC1	-3%	i	-1%	4%	-7%	-9%	-92%	-1%
O=C(Nc1nc2ccccc2n1CCN1CCCC1)c1ccc(Cl)cc1	-19%	i	0%	0%	1%	-13%	-1%	7%
O=C(Cc1sc(Nc2ccccc2)nc1-c1ccccc1)NCc1ccccn1	-14%	-1%	-2%	7%	?	-18%	16%	1%
O=C(CN1CCOCC1)Nc1ccc(Oc2ccccc2)cc1	0%	i	1%	-4%	-7%	3%	5%	-2%
O=C(CSc1nc2ccccc2s1)N/N=C/c1cc([N+](=O)[O-])ccc1O	?	-1%	-3%	14%	?	?	4%	1%
CN(C)S(=O)(=O)c1cccc(NC(=O)COC(=O)c2cc(=O)[nH]c(=O)[nH]2)c1	-20%	i	-3%	?	7%	2%	10%	-2%
COc1cc([N+](=O)[O-])ccc1NC(=S)NC(=O)CC(C)(C)C	10%	i	-3%	-3%	8%	-8%	5%	-1%
Cc1cccc(-c2nsc(SCC(=O)NCc3ccc4c(c3)OCO4)n2)c1	13%	-3%	-11%	-14%	-5%	-7%	5%	8%
Cn1c(N)c(C(=O)COC(=O)c2cc(C(F)(F)F)nc3ccccc23)c(=O)n(Cc2ccccc2)c1=O	?	0%	-1%&-1%	?	?	1%	15%&17%	2%&2%
CC1c2ccccc2SC(CCCN(C)C)c2ccccc21 (stereo unspecified)	3%	-10%	-2%	8%	10%	-7%	-5%	-4%
CCCC(=O)Nc1nc2n(n1)C(c1ccccc1)CC(=O)N2 (stereo unspecified)	9%	-1%	1%	2%	-9%	-2%	5%	-2%
COC(=O)c1ccc(CN2CCN(Cc3ccc(C(=O)OC)o3)CC2)o1	8%	-9%	-1%	1%	-4%	-5%	4%	-5%
N#CCCN1CCN(S(=O)(=O)c2cc(Cl)ccc2Cl)CC1	-1%	-3%	0%	6%	7%	5%	4%	5%
CC(c1ccon1)N(C)C(=O)CCc1nnc(CCCCc2ccccc2)o1 (stereo unspecified)	-5%	-2%	-3%	-11%	-3%	6%	1%	-1%
CCOC(=O)CSc1nc(-c2ccccc2)cc(C(F)(F)F)n1	-6%	-6%	-6%	-20%	-12%	77%[activator]	-6%	-3%
COc1cc2c(cc1NC(=O)Nc1ccc(F)cc1)oc1ccccc12	-18%	-6%	0%	-8%	-2%	-5%	4%	-2%
CCOC(=O)c1c(/N=C/N(C)C)sc(/C=N/Nc2ccccc2)c1-c1ccc(Cl)cc1	3%	i	-1%	18%	?	-6%	4%	1%
NCCCCCC(=O)N/N=C/c1coc2ccccc2c1=O	13%	10%	-1%	-5%	·	·	4%	2%
CCn1c(C)[n+](CC)c2ccc(S(=O)(=O)N(C)C)cc21	?	26%	-1%	11%	-3%	1%	17%	-7%
O=C(CCc1ccccc1)NNC(=S)NC(=O)c1ccccc1	1%	3%	-1%	6%	-10%	-2%	6%	4%
COc1ccc(S(=O)(=O)N2CCN(CC(=O)Nc3ccc(Cl)c(C(F)(F)F)c3)CC2)cc1	·	·	-1%	-11%	-4%	·	·	4%
CCN(CC)CCN(C(=O)c1ccccc1OC)c1nc2ccc(F)cc2s1	-21%	i	-2%	-1%	2%	·	-5%	2%

Sorted by heavy-atom count (lowest first): part of the list above.
SMILES	KDM4E inh	RECQ1 inh	TR SRC2 fluor cs	Tau fibril FP	Tau ThT inhib	L3MBTL1 inh	RGS12 GoLoco inh	TRb-SRC2 inh
CCn1c(C)[n+](CC)c2ccc(S(=O)(=O)N(C)C)cc21	?	26%	-1%	11%	-3%	1%	17%	-7%
N#CCCN1CCN(S(=O)(=O)c2cc(Cl)ccc2Cl)CC1	-1%	-3%	0%	6%	7%	5%	4%	5%
CCCC(=O)Nc1nc2n(n1)C(c1ccccc1)CC(=O)N2 (stereo unspecified)	9%	-1%	1%	2%	-9%	-2%	5%	-2%
O=C(CN1CCOCC1)Nc1ccc(Oc2ccccc2)cc1	0%	i	1%	-4%	-7%	3%	5%	-2%
O=C(CSc1nc2ccccc2s1)N/N=C/c1cc([N+](=O)[O-])ccc1O	?	-1%	-3%	14%	?	?	4%	1%
Cc1cccc(-c2nsc(SCC(=O)NCc3ccc4c(c3)OCO4)n2)c1	13%	-3%	-11%	-14%	-5%	-7%	5%	8%
CCN(CC)CCN(C(=O)c1ccccc1OC)c1nc2ccc(F)cc2s1	-21%	i	-2%	-1%	2%	·	-5%	2%
CCCNC(=O)C1CCC(Cn2c(=O)c3sccc3n(CC(=O)N3CCCC3)c2=O)CC1 (stereo unspecified)	·	·	-28%	-8%	4%	·	·	6%
COc1ccc2[nH]c(=O)c(CN(CCc3ccccc3)Cc3nnnn3CC3CCCO3)cc2c1 (stereo unspecified)	?	-5%	-1%	-6%	?	-15%	2%	0%
COc1ccc(C(=O)c2sc(Nc3cccc(OC)c3)c(C(=O)Nc3cccc(C)c3C)c2N)cc1	-29%	-15%	-2%	-8%	18µM*	·	0%	-2%
Cn1c(N)c(C(=O)COC(=O)c2cc(C(F)(F)F)nc3ccccc23)c(=O)n(Cc2ccccc2)c1=O	?	0%	-1%&-1%	?	?	1%	15%&17%	2%&2%

Continued:
SMILES	KDM4E inh	RECQ1 inh	TR SRC2 fluor cs	Tau fibril FP	Tau ThT inhib	L3MBTL1 inh	RGS12 GoLoco inh	TRb-SRC2 inh
COc1ccc(/C=N/NC(N)=S)cc1	-1%	3%	0%	2%	-11%	-1%	-7%	2%
COCc1[nH]nc2c1C(c1ccc(F)cc1F)C(C#N)=C(N)O2 (stereo unspecified)	-1%	-6%	0%	-1%	-4%	0%	8%	1%
Cc1nnsc1-c1c(C(=O)N2CCOCC2)c(C)nn1-c1ccccc1	3%	-4%	-1%	2%	-3%	-1%	9%	-3%
O=C(Oc1ccc(/C=N/O)cc1)c1ccccc1Cl	-8%	i	-4%	-6%	-15%	5%[11.4 µM]	10%	7%
O=[N+]([O-])c1ccc(/C([O-])=C(/C(=S)NCc2ccco2)[n+]2ccccc2)cc1	14µM*	-8%	?	?	25µM*	?	-11%	8%
Nc1nonc1-c1nc2ccccc2n1CC(=O)Nc1ccccc1	3%	7%	-2%	-14%	5%	·	12%	3%
COC(=O)CCCC1=CC2=CC(=O)C(C)(OC(=O)c3ccc(Cl)nc3)C(=O)C2=CO1 (stereo unspecified)	-3%	-12%	0%	?	?	·	7%	3%
COC(=O)c1ccc(CSc2nnc(N)s2)cc1	-1%	-2%	-1%	-13%	-14%	3%	0%	-11%
Cc1cccc(NC(=S)N(CCN2CCOCC2)Cc2ccccc2F)c1	-2%	-9%	0%	0%	-12%	5%	4%	-6%
CCc1nnc(NC(=O)CCC(=O)N2CCN(CCc3ccccc3)CC2)s1	4%	1%	1%	-8%	-2%	4%	-1%	1%
N#CCCNC(=O)CCN1CCOCC1	-16%	i	1%	5%	0%	2%	·	-24%
Cc1ccc(NC2=CC(=O)CC(c3ccco3)C2)c(N)c1 (stereo unspecified)	-1%	i	0%	5%	-10%	-14%	-1%	-10%
Cc1ccc(-n2c(-c3ccc(Br)cc3)c[n+]3c2CCc2ccc4cccnc4c2-3)cc1	?	10%	-2%	-3%	?	-3%	15%	2%
CCCCCNS(=O)(=O)c1ccc(N2CCCCS2(=O)=O)cc1	·	·	-2%	1%	-5%	·	·	12%
Cc1ccc(-c2csc(-c3ccncc3)n2)cc1	?	i	0%	-1%	-17%	14%	7%	0%
Cc1ccc(-c2nnc(C)c(N3CCCC3)n2)cc1	-1%	0%	-1%	-4%	-1%	-11%	-3%	-3%
CCOC(=O)C(NC(=O)CC)(Nc1ccccc1OC)C(F)(F)F (stereo unspecified)	-1%	i	3%	-5%	?	5%	·	3%
COc1ccc(/C=N/NC(=O)c2ccccc2F)cc1CN1CCN(c2ccc(F)cc2)CC1	3%	3%	-1%	1%	5%	-15%	7%	10%
CS(=O)(=O)c1ccc2nnn(OCC(=O)Nc3ccc(Br)cc3Br)c2c1	6%	-2%	0%	7%	-13%	13%	-6%	-4%
COc1ccc(/C=N/NC(=S)Nc2ccccc2)cc1COc1ccccc1F	8%	-13%	0%	-14%	2%	-2%	-1%	-2%
COc1ccc(S(=O)(=O)Nc2ccc(-c3cn4c(C)csc4n3)cc2)cc1	·	·	-2%	-12%	?	·	·	-4%
C1CCC(NC(=NC2C3CC4CC(C3)CC2C4)N2CCOCC2)CC1 (stereo unspecified)	·	13%	0%&-1%	-3%&2%	1%&-7%	·	1%&4%	-6%&-12%
O=C(Cc1ccccc1)Nc1ccc2oc(=O)ccc2c1	?	-6%	0%[53 µM]	-8%	8%	-2%	12%	10%[53 µM]

Compound activity (PubChem BioAssay)
